# PERK inh: block of dimerizer-induced PERK translation repression, primary screen, PERK inhibitor project, CHO PERK-DD cells, SEAP luminescence, HTS | CHO PERK-DD fusion, SEAP luminescence translation reporter | Eukaryotic translation initiation factor 2-alpha kinase 3 (Homo sapiens), Q9NZJ5 | 220,000 tested, 0.17% active | inhibition, % at 5.6 µM;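 active means inhibition above the mean inhibition of all tested compounds plus 3 SD, set separately per screening campaign, cut at about 2.9% in these data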;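 further: PERK kinase domain activated by AP20187 dimerizer at 100 nM; 0% = DMSO with dimerizer and 100% = rapamycin at 8.4 µM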
# BaF3 parental: parental Ba/F3 cell viability inhibition, counter-screen for JAK2V617F inhibitor project, murine pro-B, CellTiter-Glo luminescence. inhibition, % at 5.6 µM. CellTiter-Glo ATP luminescence. 220,000 tested, 1.1% active;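 active means inhibition above a per-campaign cutoff, the mean inhibition of all tested compounds plus 3 SD, cut at about 27% in these data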;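 further: 0% = DMSO wells and 100% = JAK Inhibitor I control wells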
# S1P4 ag: S1P4 receptor agonists, primary screen, cell-based; Sphingosine 1-phosphate receptor 4 (Homo sapiens), O95977; S1P4-expressing cell line, agonist reporter assay; activation, % at 4.98 µM; 220,000 tested, 0.35% active; AID 1509, 2009; in the data active means activation above about 11%;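 further: 0% = DMSO vehicle and 100% = reference agonist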
# Target sequence (O95977 whole entry, looked up): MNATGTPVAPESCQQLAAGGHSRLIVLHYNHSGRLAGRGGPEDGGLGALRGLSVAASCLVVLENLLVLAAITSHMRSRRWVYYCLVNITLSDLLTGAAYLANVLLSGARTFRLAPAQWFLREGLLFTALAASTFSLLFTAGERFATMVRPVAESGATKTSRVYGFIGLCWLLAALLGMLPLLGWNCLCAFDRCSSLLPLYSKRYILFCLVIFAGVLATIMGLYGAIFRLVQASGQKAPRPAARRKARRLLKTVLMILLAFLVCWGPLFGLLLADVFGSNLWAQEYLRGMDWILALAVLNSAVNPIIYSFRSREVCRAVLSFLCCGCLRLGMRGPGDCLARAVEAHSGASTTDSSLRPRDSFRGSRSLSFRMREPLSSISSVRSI
# EP2 mod: EP2 receptor modulators, cAMP readout, primary screen, cell-based, HTRF cAMP, PGE2 stimulation; EP2-expressing cells, cAMP HTRF FRET, PGE2 co-stimulation; induction, % at 25 µM; 260,000 tested, 0.83% active; AID 940, 2007;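 active means compounds whose cAMP rise, as percent of the full-agonist control response, exceeds 60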;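 further: rat C6 glioma line stably carrying human EP2 under a CMV promoter; the protocol text gives 20 µM as final concentration; 100% = response of wells given 1 µM PGE2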
# Target sequence (P43116 whole entry, looked up): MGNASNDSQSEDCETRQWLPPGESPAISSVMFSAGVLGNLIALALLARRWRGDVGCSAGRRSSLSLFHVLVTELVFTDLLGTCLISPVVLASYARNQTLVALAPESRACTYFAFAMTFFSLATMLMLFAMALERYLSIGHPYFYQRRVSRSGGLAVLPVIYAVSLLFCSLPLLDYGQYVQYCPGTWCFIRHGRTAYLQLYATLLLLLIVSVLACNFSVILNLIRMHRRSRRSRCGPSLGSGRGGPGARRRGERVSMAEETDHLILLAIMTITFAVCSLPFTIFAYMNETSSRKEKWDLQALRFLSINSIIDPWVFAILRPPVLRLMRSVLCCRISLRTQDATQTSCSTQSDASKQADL
# Ba/F3 V617F tox: reduced viability of JAK2V617F-dependent Ba/F3 cells, primary screen, JAK2V617F inhibitor project, cell-based, Ba/F3 EpoR-JAK2V617F, luminescence; ATP luminescence; inhibition, % at 5.6 µM; 220,000 tested, 1.1% active;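 active means inhibition above the campaign mean plus 3 SD over all tested compounds, cut at about 24% in these data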;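 further: cytokine-independent growth of Ba/F3 cells driven by EpoR plus mutant JAK2; 0% = DMSO-treated cells and 100% = JAK inhibitor I control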
# TRPN1 ag: zebrafish TRPN1 channel agonists, primary screen, cell-based, HEK293, calcium fluorescence. transient receptor potential cation channel N1 (TRPN1/NompC), Danio rerio. HEK293 zebrafish TRPN1-YFP, Fluo-8 calcium fluorescence; 100% = response to 87 µM carbachol. activation, % at 3 µM. 220,000 tested, 0.18% active. AID 1424, 2008;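 active means activation above its plate's cutoff, the mean activation of test wells on that plate plus 3 SD, cut at about 19% in these data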;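 further: 0% = DMSO alone and 100% = 87 µM carbachol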
#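 Material: zebrafish TRPN1-YFP in HEK293 cells; Doses: single test compound dose, 3 µM nominal, 0.3% DMSO; Timing: dye loading 1 h at 37 °C, then 30 min room temperature; Technique: intracellular calcium fluorescence with Fluo-8; Benchmarks: high carbachol 87 µM, low DMSO alone.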
# TRPML3 agonist: human TRPML3 channel agonists, primary screen, cell-based, HEK293 TRPML3-YFP, Fluo-8 calcium fluorescence, 3 µM; 100% = the carbachol control signal; 220,000 tested, 0.29% active; Mucolipin-3 (Homo sapiens), Q8TDD5; activation, % at 3 µM;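 active means activation above its plate's cutoff, the mean activation of the plate's test wells plus 3 SD, cut at about 12% in these data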;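 further: 0% = DMSO only wells and 100% = carbachol wells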
#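 Material: TRPML3-YFP stable HEK293 cells | Dosing: One concentration, 3 µM nominal, 0.3% DMSO | Timing: 125 s total fluorescence read per well | Technique: Fluo-8 calcium dye fluorescence, ex 470-495, em 515-575 nm | Measure: Percent activation from peak-to-basal fluorescence ratio, scaled between DMSO and carbachol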
# S1P4 antag: S1P4 receptor antagonists, primary screen, cell-based; Sphingosine 1-phosphate receptor 4 (Homo sapiens), O95977; S1P4-expressing cells, antagonist mode, reporter read-out; inhibition, % at 4.98 µM; 220,000 tested, 0.26% active; AID 1510, 2009; in the data active means inhibition above about 29%;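 further: 0% = wells stimulated with agonist and 100% = vehicle wells without agonist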
# m-calpain inh: inhibitors of pig calpain II, primary screen, biochemical, fluorogenic peptide substrate, 1536-well; purified calpain II, 30 min; 220,000 tested, 0.37% active; inhibition, % at 16 µM;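 active means inhibition above about 50%, limit read from the data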
# The depositor's hits bear a star; . = no result given; & = joins results of further samples. Rows were taken by chance; overall some 3.6% were active at least once.
SMILES,PERK inh,BaF3 parental,S1P4 ag,EP2 mod,Ba/F3 V617F tox,TRPN1 ag,TRPML3 agonist,S1P4 antag,m-calpain inh
CCOC(=O)CNC(=O)c1c(C)nn(-c2ccccc2)c1Cl,-0.1,1,1.7,-6&-26,-3,1.4,0.7,-16,-18
CC(C)Nc1nnc(SC(C)C(=O)Nc2ccc(Cl)cn2)s1 (stereo not given),0.5,9,0.9,3,1,-1.5,0.9,-12,-8
COc1cccc(=O)c2c(C)n(C)c(C)c12,0.7,1,-1.8,27,-2,0.2,0.8,-16,-17
Oc1ccc(-c2cn3cc(C(F)(F)F)ccc3n2)cc1,-0.6,1,1.6,-37,0,-1.3,0.3,-6,-70
CCn1cc(C(=O)O)c(=O)c2cc(F)c(N3CCN(C(=S)NC(=O)c4ccccc4)CC3)cc21,1.1,5,0.2,3,0,1.6,0.6,2,-59
COC(=O)c1cc(OC)c(OC)cc1N=CC1=C(O)CC(C)(C)CC1=O,-0.1,-1,-0.9,7,-3,0.2,0.4,3,-41
Cc1cc(C(=O)CN2C(=O)c3cccc(N)c3C2=O)c(C)n1Cc1cccs1,-0.4,0,-0.4,-24,-3,0.2,1.1,5,-341
O=C(Nc1cccnc1)c1ccc([N+](=O)[O-])cc1Cl,0.0,3,2.4,-8,5,2.6,0.4,-14,12
O=C(Cn1c(C(F)(F)F)nc2ccccc21)NCCN1CCCC1,0.1,0,3.4,5,-4,-0.5,0.9,12,-35
CC(CC(=O)NCc1ccccc1)C1CCCO1 (stereo not given),0.3,8,1.4,21,4,0.7,-0.3,-26,11
Cc1ccccc1NC(=O)COC(=O)CCc1ccccc1,-0.3,8,2.2,16,2,-1.8,-0.7,4,64*
Cc1ccc(-c2nc(C3CCN(S(=O)(=O)c4ccc(C(F)(F)F)cc4)CC3)no2)cc1,0.9,5,-0.7,19,1,1.0,1.1,-4,24
CCOc1cc(C2C(C(=O)N3CCCCC3)=C(C)NC3=C2C(=O)CCC3)cc(Br)c1O (stereo not given),0.5,3,-0.6,11,-2,-1.3,0.9,-11,-61
COc1ccc(CNn2c(-c3cccc(C)c3)nc3ccccc3c2=O)cc1OC,-2.6,3,-0.4,16,-2,0.4,0.6,-2,-25
COc1ccc(CN(Cc2ccc(C(=O)O)cc2)C(=S)Nc2ccc(C)cc2)cc1OC,0.7,-1,-0.4,-24,-1,-1.2,-0.4,-15,-8
Nc1[nH]c(=O)[nH]c(=O)c1N=Nc1cccc(Cl)c1,0.2,7,0.0,-3,0,1.1,0.8,2,-8
Cn1nc(C(F)(F)F)c(/C=N/OC(=O)c2ccc(Cl)cc2)c1Cl,1.2,3,-1.6,20,-3,0.2,0.8,-21,-43
Cc1ncc(CCl)c2c1OC(C)(C)OC2,1.4,1,-0.4,-1,-2,0.7,0.9,-9,-28
CCN(CC)CCN1C(=O)C(=O)/C(=C(/O)c2ccc(OC)cc2)C1c1cccs1 (stereo not given),1.1,0,-1.5,13,-2,0.1,0.4,-22,19
Cc1ccc(C(=O)OCC(=O)c2c[nH]c3ccccc23)cc1,0.0,6,0.4,-4,2,0.3,0.7,-18,12
CN1CCc2c(sc(/N=C/c3ccco3)c2C(N)=O)C1,1.6,4,0.3,-3,0,0.6,0.6,9,-24
CC(=O)NC(=O)c1ccc(-c2ccc(Cl)cc2)o1,0.1,5,-0.7,-14,2,0.7,-0.7,-2,-69
COc1cc(C)ccc1OCCOc1ccccc1Cl,0.2,0,1.3,18,0,0.5,-1.0,-9,25
O=C(O)COCC(=O)NCc1csc2ccccc12,2.4,-1,1.6,-22,1,-1.5,-0.1,22,-7
COC(=O)CN(c1ccc(C(C)C)cc1)S(=O)(=O)c1c(C)[nH]c(=O)[nH]c1=O,0.7,4,1.2,3,-1,0.7,-0.1,-12,-35
O=C1CCCC(=O)C1=Cc1c[nH]c2ccccc12,0.3,0,-0.4,-6,-4,-0.3,0.6,1,-12
O=c1cnn(-c2ccc(Cl)cc2Cl)c(-c2ccccc2)c1,0.8,1,0.2,41,-4,-1.0,0.7,-6,3
CCc1nc(NCc2ccccc2)c(C#N)c2c1CCCC2,-0.5,6,-1.9,64*,-2,1.7,0.6,-4,6
N/C(CC1CC1(Cl)Cl)=N\OC(=O)c1ccccc1 (stereo not given),1.2,-1,0.5,-28,-4,-1.1,0.6,-2,-6
O=S(=O)(c1ccc(F)cc1)N1CCN(Cc2ccccn2)CC1,0.6,-1,-1.1,-8,-4,-0.4,1.0,12,-1

# Taken from the entries so far (5 entries):
SMILES,PERK inh,BaF3 parental,S1P4 ag,EP2 mod,Ba/F3 V617F tox,TRPN1 ag,TRPML3 agonist,S1P4 antag,m-calpain inh
CN1CCc2c(sc(/N=C/c3ccco3)c2C(N)=O)C1,1.6,4,0.3,-3,0,0.6,0.6,9,-24
CC(=O)NC(=O)c1ccc(-c2ccc(Cl)cc2)o1,0.1,5,-0.7,-14,2,0.7,-0.7,-2,-69
COc1cc(C)ccc1OCCOc1ccccc1Cl,0.2,0,1.3,18,0,0.5,-1.0,-9,25
O=C(O)COCC(=O)NCc1csc2ccccc12,2.4,-1,1.6,-22,1,-1.5,-0.1,22,-7
COC(=O)CN(c1ccc(C(C)C)cc1)S(=O)(=O)c1c(C)[nH]c(=O)[nH]c1=O,0.7,4,1.2,3,-1,0.7,-0.1,-12,-35

# Continuation.
SMILES,PERK inh,BaF3 parental,S1P4 ag,EP2 mod,Ba/F3 V617F tox,TRPN1 ag,TRPML3 agonist,S1P4 antag,m-calpain inh
CCOc1cc(NC(=O)c2ccccc2[N+](=O)[O-])c(OCC)cc1NC(=O)CC(C)C,-0.4,8,-1.7,29,5,-0.3,1.2,-6,-14
Cc1cc(C(=O)NCc2cccs2)c(C)o1,1.1,3,0.1,-2,-1,0.3,0.2,-14,-7
c1ccc(OCc2nnc(-c3ccccc3)o2)cc1,1.0,7,0.8,1,-1,-1.9,0.5,10,13
O=C(NCc1ccccc1)c1cnc(-c2ccccn2)nc1C(F)(F)F,-0.1,1,0.0,-21,-3,-1.2,1.1,-14,-11
COc1ccc(-c2nnc(SC(C)C(=O)Nc3ccc4c(c3)OCCO4)o2)cc1 (stereo not given),0.7,0,-1.2,-32,-4,0.7,-0.4,-9,2
O=C(N/N=C/c1cn(CC(=O)N2CCOCC2)c2ccccc12)c1cccnc1,0.7,-2,0.5,-22,1,1.6,0.7,7,21
CC1CCN(c2c(NCc3ccc(C(=O)N(C)C4CCCCC4)cc3)c(=O)c2=O)CC1,-0.4,4,1.5,6,1,0.8,0.4,7,18
COc1ccc(CNc2nc3nc(C)c(Cl)c(=O)n3[nH]2)cc1OC,1.1,1,0.8,9,-3,1.1,0.0,-10,6
COc1ccc2cc(N=Cc3nc(-c4ccc(C)cc4)oc3O)cnc2c1,-0.4,2,0.9,-16,2,2.2,0.6,-17,8
O=C(CSCC(=O)OCC(=O)c1ccc(Br)cc1)Nc1ccc(Br)cc1,-0.1,2,0.8,-39,2,0.5,0.1,21,-5
O=C(CSc1nncn1-c1ccccc1)Nc1cccc(S(=O)(=O)N2CCCCC2)c1,1.1,2,-0.4,13,-3,0.6,0.7,-8,11
COc1ccccc1NCC(O)Cn1c2ccccc2c2ccccc21 (stereo not given),-0.1,5,1.9,-11,-6,-1.0,-0.9,-5,9
Cn1c(SCC(=O)Nc2ccc(F)cc2)nnc1-c1cccnc1,0.1,2,1.5,2,1,1.0,1.1,-3,1
CN(C)S(=O)(=O)Oc1ccsc1C(=O)Nc1ccccc1Cl,0.5,7,-3.1,13,-3,0.1,0.4,8,23
CC(=O)Nc1ccc(NC(=O)C/C(C)=N/NC(N)=S)cc1,1.2,1,-2.6,5,-4,1.6,0.5,4,27
O=C(CCN1CCN(C(c2ccccc2)c2ccccc2)CC1)N/N=C/c1ccc(O)cc1,-0.3,1,-1.7,19,-1,0.9,-0.3,5,-8
Cc1ccccc1-c1nnc(-c2ccc(Br)cc2)o1,-0.2,-1,1.2,36,-4,-1.2,-0.2,-27,-4
O=C(O)/C=C/c1coc2ccc(F)cc2c1=O,1.0,4,-3.5,6,-2,1.2,-0.1,4,4
COc1cccc(-c2nn(C)c3sc(C(=O)NCc4ccc(C)cc4)cc23)c1,-0.8,1,-0.1,-29,-1,-0.6,-1.4,-6,-45
c1ccc2[nH]c(SCC3CCCCO3)nc2c1 (stereo not given),0.9,3,0.5,2,-1,0.5,1.0,4,7
COc1cc(-n2c(=O)c3ccccc3n(Cc3ccccc3)c2=O)cc(OC)c1OC,-0.9,1,1.9,34,2,-0.7,-0.2,-8,-28
N#C/C(=C(/O)c1cccs1)c1nc2ccccc2[nH]1,-1.1,3,0.8,-52,2,0.4,0.3,3,1
CC(C)(C)c1ccc(-c2conc2N)cc1,0.2,4,-2.4,20,8,0.1,-0.9,-24,-3
C/C(=C\c1ccccc1)C(=O)NCc1ccco1,0.4,2,-2.1,4,0,-0.6,0.1,10,-10
COc1cc2c(cc1NC(=O)CN(C)Cc1cccc(OC)c1OC)oc1ccccc12,-1.2,2,0.6,-13,-1,-0.1,0.2,-13,5
Cc1cc(Cl)ccc1Oc1ncc(-c2ccc(Cl)cc2)cn1,0.7,0,0.2,-7,-3,0.1,-0.2,3,-29
CC(C)(C)OC(=O)NNC(=O)Nc1ccccc1C(F)(F)F,0.8,3,-0.7,12,3,-1.0,0.6,-2,-3
O=C(NCCCNC(=O)c1cccs1)c1cccs1,1.2,1,-0.2,6,-2,0.1,0.5,-4,15
Clc1ccc(Nc2nc(-c3ccncc3)cs2)cc1,0.3,4,0.1,.,-1,-1.2,-0.1,-18,.
CCCCN(C(=O)NC(=O)Nc1nc2ccc(OC)cc2s1)S(C)(=O)=O,1.1,3,-1.0,11,3,1.9,0.3,0,2
O=C(CCc1nc2ccccc2c(=O)[nH]1)OCc1ccccc1F,0.4,6,1.4,20,2,-1.2,0.8,-15,9
COc1ccc(Nc2cc(C)nc(N)n2)cc1,0.2,1,-0.5,12,-1,0.6,0.5,-19,6
Cc1ccc(C)c(N2CCN(C(=O)CN3C(=S)NC(C)(C)CC3C)CC2)c1 (stereo not given),-0.1,10,-0.9,-28,1,0.3,0.6,13,21
Cc1ccc(/C=N/n2cnnc2)s1,0.7,3,0.1,21,-1,-0.4,0.7,4,18
CCNC(=O)COC(=O)/C=C/c1c(C)nn(Cc2cccc(OC)c2)c1Cl,1.4,2,0.7,-15,1,2.8,2.1,7,-27
Nc1nnc(SC2CC(=O)N(c3ccccc3)C2=O)s1 (stereo not given),0.4,2,-2.1,-3,-3,-0.1,0.7,1,26
